Screens: PubChem, The Scripps Research Institute Molecular Screening Center
M5 PAM = positive allosteric modulators of human muscarinic M5 receptor | CHO-K1 hM5, Fluo-8 calcium, ACh EC20 PAM; 0% = ACh EC20, 100% = ACh EC100 | activation, % at 3 µM | 360,000 tested, 0.3% active;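 active = activation above the run cutoff, the mean activation of all test compounds plus 3 SD, cut at about 18% in these data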
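Test system: CHO-K1 hM5 cells / Doses: single-point, 3 µM nominal / Times: Post-acetylcholine fluorescence recording 140 s / Technique: Fluo-8 calcium fluorescence / Measure: Max/basal fluorescence ratio as % of EC20–EC100 ACh window / Benchmarks: low control EC20 acetylcholine (0%), high control EC100 acetylcholine (100%) / Replicates: one well per compound, no replicates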
CHRM1 antagonist = blocks human M1 muscarinic receptor | 360,000 tested, 1.3% active | CHO-K1 hM1, Fluo-8 calcium fluorescence, ACh EC80 antagonist | inhibition, % at 3 µM | P11229;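 active = percent inhibition above its own plate's cutoff, namely the mean of that plate's compound wells plus 3 SD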;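 also: peak over basal fluorescence ratio during 140 s after agonist addition; 0% = ACh EC80 plus DMSO and 100% = DMSO alone without agonist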
M4 ag = CHRM4 agonism in calcium assay | P08173 | CHO-K1 hM4/Gqi5, Fluo-8 calcium fluorescence; vehicle 0%, full acetylcholine response 100% | activation, % at 3 µM | 360,000 tested, 0.14% active;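 active = activation above the run mean over all test wells plus 3 SD, cut at about 32% in these data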;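 also: peak over basal fluorescence ratio per well then scaled between controls; 0% = DMSO wells and 100% = acetylcholine at EC100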
Target sequence (P08173 whole entry, looked up): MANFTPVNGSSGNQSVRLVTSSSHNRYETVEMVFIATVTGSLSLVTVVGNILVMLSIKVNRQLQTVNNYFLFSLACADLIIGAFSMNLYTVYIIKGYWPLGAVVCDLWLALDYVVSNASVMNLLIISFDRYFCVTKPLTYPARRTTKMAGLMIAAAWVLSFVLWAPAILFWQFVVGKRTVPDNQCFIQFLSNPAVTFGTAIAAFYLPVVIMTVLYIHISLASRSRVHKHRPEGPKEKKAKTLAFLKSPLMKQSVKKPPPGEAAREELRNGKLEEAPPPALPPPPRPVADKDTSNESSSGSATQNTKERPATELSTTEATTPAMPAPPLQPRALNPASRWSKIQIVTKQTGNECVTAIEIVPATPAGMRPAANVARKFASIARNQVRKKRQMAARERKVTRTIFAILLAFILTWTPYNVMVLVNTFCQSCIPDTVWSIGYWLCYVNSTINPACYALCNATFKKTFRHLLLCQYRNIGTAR
CHRM1 PAM = human CHRM1 positive allosteric modulation | P11229 | CHO-K1 hM1, Fluo-8 calcium fluorescence, ACh EC20; 0% = ACh EC20, 100% = maximal ACh | activation, % at 3 µM | 360,000 tested, 0.088% active | AID 588819; in the data active = activation above about 19%, passing the limit was not always enough
CHRM5 antagonist = CHRM5 antagonism in calcium assay; CHO-hM5 cells, Fluo-8 calcium fluorescence, ACh EC80; inhibition, % at 3 µM; 360,000 tested, 0.59% active; AID 624040;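 active = inhibition above a per-plate cutoff, the mean of that plate's test compounds plus 3 SD, cut at about 27% in these data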;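 also: 0% = acetylcholine EC80 with DMSO and 100% = DMSO without agonist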
CHRM4 antagonist = antagonists of human muscarinic M4 receptor (CHRM4); 360,000 tested, 0.73% active; P08173; CHO-hM4 cells, ACh EC80, Fluo-8 calcium fluorescence; inhibition, % at 3 µM;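 active = inhibition above its plate's cutoff, the mean inhibition of sample wells plus 3 SD, cut at about 27% in these data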;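 also: 0% = acetylcholine EC80 with DMSO and 100% = DMSO without agonist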
CHRM1 agonist = agonists of human M1 muscarinic receptor; P11229; CHO-K1 hM1, Fluo-8 calcium fluorescence, agonist mode; 0% DMSO, 100% acetylcholine EC100; activation, % at 3 µM; 360,000 tested, 0.33% active; AID 588814;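 active = activation above the run's mean compound activation plus 3 SD, cut at about 16% in these data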;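 also: peak over basal fluorescence ratio within a 140 s kinetic read after compound addition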
TAAR1 agonist = agonists of human TAAR1; Q96RJ0; CHO RD-HGA16 TAAR1, Fluo-8 calcium fluorescence; vehicle wells 0%, saturating PEA agonist 100%; activation, % at 3 µM; 360,000 tested, 0.99% active;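 active = activation above the mean activation of all test compounds in the run plus 3 SD, cut at about 38% in these data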
Target sequence (Q96RJ0 whole entry, looked up): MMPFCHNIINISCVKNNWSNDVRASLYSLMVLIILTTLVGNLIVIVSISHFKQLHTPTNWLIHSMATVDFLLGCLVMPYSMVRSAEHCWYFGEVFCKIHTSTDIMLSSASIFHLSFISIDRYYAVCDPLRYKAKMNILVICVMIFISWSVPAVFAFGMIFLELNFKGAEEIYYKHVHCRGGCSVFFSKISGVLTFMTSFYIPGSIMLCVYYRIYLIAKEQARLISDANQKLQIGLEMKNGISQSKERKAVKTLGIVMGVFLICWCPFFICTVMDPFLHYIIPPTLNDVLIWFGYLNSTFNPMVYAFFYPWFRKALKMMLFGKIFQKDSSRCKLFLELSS
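Test system: RD-HGA16 (CHO) cells co-expressing Gα16 and hTAAR1 | Doses: Single dose, 3 µM | Schedule: 17-24 h seeding, 75 min 37 °C dye, 30 min RT | Evaluation: % activation from peak over basal fluorescence ratio, DMSO-to-PEA scaled | Technique: Kinetic Fluo-8 calcium fluorescence | Benchmarks: Low control DMSO, high control PEA (EC100)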
M5 ag = agonists of human muscarinic M5 receptor (CHRM5). CHO-K1 hM5 cells, Fluo-8 calcium fluorescence; 0% DMSO wells, 100% maximal acetylcholine response. P08912. 360,000 tested, 0.19% active. activation, % at 3 µM;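 active = activation above the run's mean over test compounds plus 3 SD, cut at about 23% in these data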;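 also: signal is peak over basal fluorescence ratio across the kinetic read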
The depositor's hits bear a star; x = not tested or not shown. Some of the compounds tested, so the mix of outcomes need not match the whole.

Every second line gives: CHRM1 PAM	CHRM1 agonist	M5 ag	CHRM4 antagonist	M4 ag	CHRM1 antagonist	TAAR1 agonist	CHRM5 antagonist	M5 PAM
> C#CCN(N(C)c1ncc(C(F)(F)F)cc1Cl)S(=O)(=O)c1ccc2ccccc2c1
    1	-2	0	8	0	-4	2	-6	6
> CSc1ccc(C2CC(=O)Nc3c2c(=O)n(C)c(=O)n3C)cc1 (stereo unspecified)
    11	1	0	1	2	-15	7	15	-8
> O=C(Cn1nc(Cc2cccnc2)c2ccccc2c1=O)Nc1ccc2c(c1)OCO2
    18	-3	-1	-12	0	-29	2	-4	8
> Cc1cc(C2(c3ccc(O)c(C)c3)C(=O)N(C)c3ccc(Br)cc32)ccc1O
    11	1	8	12	5	-11	12	3	7
> CCn1cc(/C=C/C(=O)NCc2c(C)nn(C)c2C)cn1
    11	-3	-4	-2	1	-17	21	12	-13
> CC(=NNc1ccccc1)C(C)=NNc1ccccc1
    2	-1	1	-3	1	-6	2	9	-7
> Cc1ccc(S(=O)(=O)N2[C@H](CC(=O)c3ccc(F)cc3)OC[C@@H]2C(C)C)cc1
    x	x	-4	-12	0	x	4	-2	-2
> CSc1ccccc1NC(=O)CN(C)CC(=O)Nc1ccccc1C(F)(F)F
    8	-2	1	1	4	-11	4	4	-2
> COc1ccc(/C=N/NC(=O)Cc2ccc(Cl)cc2)cc1OC
    5	-8	-3	8	2	-3	4	12	-4
> CCCCC1=C([O-])C2N=CC=CC2=[N+](c2ccccn2)C1=O (stereo unspecified)
    -4	-4	-1	10	1	4	2	-1	-2
> COc1ccc(C2=NCCNC(C(F)(F)F)=C2)cc1
    10	-2	2	-8	0	-8	0	8	5
> CCOC(=O)Cc1nnc(NC(=O)CSc2nnc3c4ccccc4n(C)c3n2)s1
    3	-9	-1	-1	2	-3	6	-6	0
> Cc1ccccc1C(=O)Nc1ccccc1C(=O)NCc1ccccc1
    -8	0	-2	-7	11	18	8	10	-18
> O=C(c1ncn(Cc2ccccc2)c1C(=O)N1CCc2ccccc2C1)N1CCc2ccccc2C1
    17	7	6	4	16	14	41*	17	-9
> COc1cccc(CNC(=O)CN2C(=O)CSc3ccc(S(=O)(=O)N4CCCCC4)cc32)c1
    5	-6	0	-4	3	-1	2	1	7
> COc1ccc(OC)c(-c2nn(-c3ccccc3)cc2C(=O)NCC2CCCO2)c1 (stereo unspecified)
    5	-4	-2	11	1	-9	0	15	-4
> Cc1ccc(Nc2ccc(-n3ccnc3)nn2)cc1C
    2	-5	1	5	0	-9	3	0	-1
> CN(Cc1nccn1C)C(=O)CCc1nnc(CCC2CCCCC2)o1
    12	-8	-10	-2	0	-1	0	6	0
> Cc1cc(Cl)ccc1-c1nc(NCCN(C)C)nc2ccsc12
    -20	-6	-11	2	6	25	1	17	-33
> CCc1nn2c(=O)cc(COC(=O)c3ccc(SC)cc3OC)nc2s1
    -2	-5	-7	-5	4	2	0	9	-2
> Cc1[nH]c(=O)[nH]c(=O)c1S(=O)(=O)N1CCCC(C(=O)NCc2ccccc2Cl)C1 (stereo unspecified)
    5	-3	-1	-4	0	-4	6	1	-3
> CCOc1ccc(-n2c(=S)sc3c(=O)n(-c4ccc(F)cc4)c(SCC(=O)O)nc32)cc1
    3	-3	-4	-8	0	-4	9	2	2
> Cc1ccccc1NCC(=O)N/N=C\c1ccc([N+](=O)[O-])s1
    7	-4	1	-1	8	-3	5	-12	3
> c1ccc2c(c1)C1=NCCN1c1ccccc1-2
    4	-7	-1	-9	1	-12	3	-1	-2
> Cc1cc2ccccc2n2c(SCC(=O)Nc3ccc(S(=O)(=O)N4CCCCC4)cc3)nnc12
    5	-7	1	2	1	-7	4	-2	2
> CCN(CC)C(=O)CN(c1cc(Cl)ccc1OC)S(C)(=O)=O
    1	-6	-2	6	0	-4	3	4	0
> COc1cccc(NC(=O)N2CCN(c3ccc(C(F)(F)F)cn3)CC2)c1
    2	1	-1	6	1	-2	17	0	-7
> COc1ccc(Br)cc1S(=O)(=O)n1c([N+](=O)[O-])cnc1C
    9	0	0	5	0	-10	5	7	1
> O=C(NCc1ccc2c(c1)OCO2)c1cc([N+](=O)[O-])ccc1N1CCOCC1
    0	-5	1	2	4	-2	x	18	-12
> O=S(=O)(Nc1ccc2nc(C(F)(F)F)[nH]c2c1)c1ccccc1
    -7	-1	6	-5	4	3	4	-4	-1

Sorted by molar mass (descending): four of the compounds above
Every second line gives: CHRM1 PAM	CHRM1 agonist	M5 ag	CHRM4 antagonist	M4 ag	CHRM1 antagonist	TAAR1 agonist	CHRM5 antagonist	M5 PAM
> O=C(c1ncn(Cc2ccccc2)c1C(=O)N1CCc2ccccc2C1)N1CCc2ccccc2C1
    17	7	6	4	16	14	41*	17	-9
> C#CCN(N(C)c1ncc(C(F)(F)F)cc1Cl)S(=O)(=O)c1ccc2ccccc2c1
    1	-2	0	8	0	-4	2	-6	6
> Cc1cc(Cl)ccc1-c1nc(NCCN(C)C)nc2ccsc12
    -20	-6	-11	2	6	25	1	17	-33
> COc1ccc(C2=NCCNC(C(F)(F)F)=C2)cc1
    10	-2	2	-8	0	-8	0	8	5

Continuation:
Every second line gives: CHRM1 PAM	CHRM1 agonist	M5 ag	CHRM4 antagonist	M4 ag	CHRM1 antagonist	TAAR1 agonist	CHRM5 antagonist	M5 PAM
> Cc1ccc(CNC(=O)CCc2c(C)nc3ncnn3c2C)cc1
    8	-2	-2	-13	0	-8	3	-7	7
> CN(C(=O)COC(=O)Cn1cnc2c1c(=O)n(C)c(=O)n2C)C1(C#N)CCCCC1
    2	-4	0	9	0	-2	6	0	0
> Cc1cccc(N=Nc2c(C)c(C#N)c(O)[nH]c2=O)c1
    6	-6	2	1	1	-3	12	2	1
> CC(C)(C)S(=O)N1Cc2cn(Cc3ccccc3)c(=O)cc2[C@H]1CCO (stereo partly specified)
    3	-4	0	-2	0	-6	0	-4	0
> COc1ccc(CN2CNc3c(c(=O)n(C)c(=O)n3C)C2)cc1
    0	-5	-3	-7	0	-1	2	-7	3
> O=C(CN(C(=O)C1CSC(=O)C1)c1ccc(F)cc1)NCc1ccc2c(c1)OCO2 (stereo unspecified)
    8	0	-2	-2	4	-8	14	12	-2
> CC(C)C(=O)Nc1nnc(SCC(=O)NCc2ccco2)s1
    13	-1	0	2	1	-12	1	-4	2
> O=[N+]([O-])c1ccccc1/C=N/n1c(C2CCCCC2)n[nH]c1=S
    -19	-7	-9	5	0	4	10	14	-10
> COc1cccc(N(CC(=O)NC2CCCC2)C(=O)CCCC(=O)Nc2ccccn2)c1
    10	-4	-3	2	0	-11	19	7	5
> CN(CC1CCCN(CCc2cccc(C(F)(F)F)c2)C1)C(=O)c1ccco1 (stereo unspecified)
    -19	-7	-7	11	3	25	-2	3	-3
> COc1cc2ncnc(NCc3ccc(C)cc3)c2cc1OC
    4	-4	-2	-6	1	-4	8	-10	-3
> C=C(C)CNC(=S)NNC(=O)CCn1c2ccc(Cl)cc2c2cc(Cl)ccc21
    6	2	4	12	7	-2	5	1	4
> O=C(Nc1cccc(C(=O)N2CCCCC2)c1)c1ccccc1
    4	0	-1	-22	1	-9	0	-4	0
> c1ccc(-c2ccccc2OCCOCCN2CCc3ccccc3C2)cc1
    -27	-12	-6	0	3	20	15	0	-4
> CCCn1c(SCC(=O)c2cc(OC)ccc2OC)nnc1-c1ccco1
    4	-3	-3	6	1	-5	10	4	-6
> Cc1cc(-c2nnc(SCC(=O)Nc3ccc(F)cc3F)n2N)n[nH]1
    1	-2	-3	8	0	1	4	14	-4
> Cc1c(S(=O)(=O)NC2CCCCC2)c(=O)n(C)c(=O)n1C
    -2	-2	-4	-20	1	12	-1	-7	4
> Clc1ccc(COc2ccccn2)c(Cl)c1
    3	-6	1	-2	0	3	0	-1	8
> N#Cc1cccnc1N1CCN(C(=O)c2cccc3c2C(=O)c2ccc(Cl)cc2S3(=O)=O)CC1
    4	-3	0	-6	12	-17	20	17	-15
> COc1ccc(S(=O)(=O)Cc2ccc(C(=O)N3CCN(c4ccccn4)CC3)o2)cc1
    -6	-6	3	-19	19	-6	x	-1	-12
> Cn1nc(C(=O)OCC(=O)Nc2ccc(C(N)=O)cc2)c2ccccc2c1=O
    0	-1	2	2	2	2	0	18	-11
> COc1ccc(OC)c(CCNC(=O)CCCC(=O)n2ncc3cc(C)ccc32)c1
    6	-4	-1	-7	1	-6	-1	2	-1
> COc1ccc(Cl)cc1S(=O)(=O)Nc1noc2ccccc12
    14	-1	-3	-12	2	-3	1	17	-9
> COc1ccc(C2CC(c3cccs3)=NN2c2ccc(F)cc2)cc1OC (stereo unspecified)
    -7	-7	0	0	0	7	5	5	-4
> CCc1cc(C(=O)OC)c(NC(=O)CC2Nc3cc(C)c(C)cc3NC2=O)s1 (stereo unspecified)
    2	0	-3	7	0	-1	0	6	-9
> CCOC(=O)c1c(NC(=O)c2ccc(C)cc2)sc2c1CC(C)(C)OC2
    7	-4	-4	-9	-1	-16	11	-5	0
> O=S(=O)(NCC1CN(S(=O)(=O)c2c(F)cccc2F)C1)c1ccc2c(c1)OCCO2
    -16	0	7	13	14	24	5	26	-18
> COCCNC(=S)N/N=C(\C)CCc1ccc2c(c1)OCO2
    10	-3	-3	-2	1	-15	3	12	-6
> O=C(COc1ccc2c(c1)OCO2)Nc1ccc(Cl)cn1
    14	-8	-3	-4	0	-20	3	9	5
> COc1cccc(C(=O)NCc2n[nH]c(=S)n2-c2cccc(C)c2)c1
    3	-2	2	-6	1	-3	0	2	0
> Cc1nn(CC(=O)N(C)C2CCS(=O)(=O)C2)c(C)c1[N+](=O)[O-] (stereo unspecified)
    2	-2	0	1	1	6	2	-12	12
> COC(=O)/C=C1\SC(=NC(=O)c2ccc(OC)cc2)NC1=O
    1	0	-3	14	2	-5	3	-13	7
> O=C(NCCCn1ccnc1)c1cc(S(=O)(=O)N2CCOCC2)ccc1F
    4	-9	-4	-13	1	-6	1	3	-1
> COc1ccc(N2CCN(C(=O)Cn3nnc(-c4ccc(N(C)C)cc4)n3)CC2)cc1
    -6	-4	4	1	1	6	4	-1	12
> COc1cccc(C(C)NC(=O)Nc2cccc(C(F)(F)F)c2)c1 (stereo unspecified)
    -2	-1	2	7	9	4	2	10	-16
> Cc1ccc(S(=O)(=O)NCC2CCC(C(=O)NCc3cccs3)CC2)cc1 (stereo unspecified)
    -10	-9	-1	4	1	7	6	2	-1
> COC(=O)Cc1ccc(OCC(=O)NC2CCCC2)cc1
    3	-2	1	7	1	-4	4	-5	10
> CCC(C)C(N=C1NS(=O)(=O)c2ccccc21)C(=O)N1CCC(C)CC1 (stereo unspecified)
    0	-2	1	-1	7	1	6	4	-2
